From PubChem BioAssay
LDHA block = qHTS assay for inhibitors of human lactate dehydrogenase; AID 1347041, 2019; activity change, % (values are at about 110 or 230 µM); L-lactate dehydrogenase A chain (Homo sapiens), P00338; 0.15% of 480,000 active; purified LDHA, NADH/diaphorase-resazurin fluorescence; active compounds read low; in the data active = activity change below about -30%; inconclusive = mostly about -25% to -30%;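 also: plate controls were DMSO wells for no effect and wells without enzyme for full effect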
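Human LDH5 (2 nM) was incubated with 0.06 mM NADH and 0.2 mM pyruvate for 5 min at room temperature in Tris pH 7.4. Remaining NADH was coupled through diaphorase/resazurin, and resorufin fluorescence was read at 0 and 20 min.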
Starred values were filed as active, the others as inactive; ? = inconclusive. Not all compounds are listed, so the mix of outcomes need not match the whole.

SMILES | LDHA block
Cc1ccc(CNC(=O)C2CCN(Cc3ccc(C(F)(F)F)cc3)CC2)cc1 | 9
Cc1ccccc1C(=O)N1CC=C(c2c[nH]c3ccccc23)CC1 | 1
O=C(CCc1ncc(-c2ccccc2Cl)o1)NCc1ccccc1Cl | -1
COc1ccc2cnn(CC(=O)Nc3ccc(F)c(Cl)c3)c(=O)c2c1OC | 7
CNC(=O)c1ccc(-c2nc(CN3CCN(C(=O)Nc4ccccc4Cl)CC3)c(C)o2)cc1 | -1
O=C(O)c1ccccc1C(=O)Cc1ccc(I)cc1 | 1
COC(=O)c1cccc(NC(=O)c2cc(=O)c3cc(C)ccc3o2)c1 | -4
COc1cccc(-c2nc(COc3ccccc3C#N)cs2)c1OC | 6
CCOc1ccc(-c2nc3c4c5c(sc4ncn3n2)COC(C)(C)C5)cc1 | 9
Cc1cc(C)c2c(C)c(C(=O)Nc3nonc3-c3cccs3)oc2c1 | -5
CCc1nc2ccccc2c(C)c1C(=O)O | 3
Cc1cc(N2CCOCC2)nc(Nc2ccc(NC(=O)CC(C)(C)C)cc2)n1 | 7
CN(C)C(=O)CCS(=O)(=O)Cc1coc(-c2ccc(F)cc2)n1 | -34*
Cc1ccc(Nc2nc(NC3CCCC3)nc3c2cnn3-c2ccccc2)cc1 | 10
COc1ccc(C2=CC(c3ccc(OC)c(OC)c3)n3nnnc3N2)cc1 (configuration not stated) | 6
Cc1cc(=O)n2c3ccccc3n(CC(O)CN3CCN(c4ccccc4)CC3)c2c1C#N (configuration not stated) | 5
NC(=O)C(OC(=O)C12CC3CC(CC(C3)C1)C2)c1ccccc1 (configuration not stated) | -6
COc1cccc(/C=C(/C#N)c2nc3ccccc3[nH]2)c1OC(C)C | -3
CCCCN(CCCC)C(=O)c1csc(Br)c1 | -2
COc1ccc(C(=O)c2cccc(C(=O)c3ccc(OC)cc3)c2)cc1 | 23
CC1CCN(C(=O)C(=O)N2CCN(c3nc(-c4ccco4)c4c(c3C#N)CCC4)CC2)CC1 | -18
COc1ccc(C(=O)COC(=O)c2ccc(OC(F)F)c(OC)c2)c(OC)c1 | 5
O=C(CC1SCCNC1=O)Nc1ccc(F)cc1 (configuration not stated) | 0
CCCCCn1nc(C(=O)OCC(=O)c2cc(C)n(CCC)c2C)c2ccccc2c1=O | 1

Arranged by molecular weight (lowest first): some entries from above
SMILES | LDHA block
NC(=O)C(OC(=O)C12CC3CC(CC(C3)C1)C2)c1ccccc1 (configuration not stated) | -6
CCCCN(CCCC)C(=O)c1csc(Br)c1 | -2
COc1ccc(C(=O)COC(=O)c2ccc(OC(F)F)c(OC)c2)c(OC)c1 | 5
CCCCCn1nc(C(=O)OCC(=O)c2cc(C)n(CCC)c2C)c2ccccc2c1=O | 1
CC1CCN(C(=O)C(=O)N2CCN(c3nc(-c4ccco4)c4c(c3C#N)CCC4)CC2)CC1 | -18

Sorted by the number under LDHA block (low to high): 5 from the list above.
Structure | LDHA block
CC1CCN(C(=O)C(=O)N2CCN(c3nc(-c4ccco4)c4c(c3C#N)CCC4)CC2)CC1 | -18
O=C(CC1SCCNC1=O)Nc1ccc(F)cc1 (configuration not stated) | 0
CCCCCn1nc(C(=O)OCC(=O)c2cc(C)n(CCC)c2C)c2ccccc2c1=O | 1
COc1ccc(C(=O)COC(=O)c2ccc(OC(F)F)c(OC)c2)c(OC)c1 | 5
COc1ccc(C(=O)c2cccc(C(=O)c3ccc(OC)cc3)c2)cc1 | 23

The results go on.
SMILES | LDHA block
COC(=O)c1ccc(/C=C/C(=O)c2ccccc2)o1 | 12
COc1ccc(C)cc1S(=O)(=O)Nc1ccc2c(c1)CCN2C(=O)c1cccnc1 | 2
CCc1ccc(N2CN(Cc3cccnc3)Cn3c2nc(C)c(C)c3=O)cc1 | -7
CC(C)[C@H](NC(=O)Cc1cccc2ccccc12)C(=O)O | -10
Cc1cccc(-c2nc3n(CC(=O)N4CCCC4)c(C)cc(=O)n3n2)c1 | 7
CCN(CC)S(=O)(=O)c1cccc(NC(=S)Nc2ccc(C)c(C)c2)c1 | -14
COc1ccc(C(=O)Nc2c(NC3CCCC3)c3ccccc3oc2=O)cc1OC | -3
Cc1cc(C(=O)C2CC(=O)Nc3c2c(C)nn3-c2ccc(F)cc2F)c(C)s1 (configuration not stated) | 1
C(=N\Nc1ccc2ccccc2n1)/c1cccs1 | 2
O=C(CCCc1c[nH]c2ccccc12)N1CCCCC1 | 8
CCOc1ccc(O)c(C=NC2CCCC2)c1 | 10
COc1ccc(N2C(=O)c3ccccc3NC(=O)C2C(=O)NCCc2ccccc2F)cc1 (configuration not stated) | -2
COc1cc(C#N)cc(Cl)c1OCc1nnc(-c2ccccc2)o1 | 9
CC(C)(C)N1CC(c2nc3ccccc3n2Cc2ccc3ccccc3c2)CC1=O (configuration not stated) | 5
Cc1nc2cc(F)ccc2cc1C(=O)NC(C1CC1)C1CC1 | 3
NC(=O)C1CCN(C(=O)C2CC(c3ccc(Cl)cc3)=NO2)CC1 (configuration not stated) | 7
CCCCn1c(C)c(C)c(-c2nc3ccccc3[nH]2)c1NC(=O)C(C)C | 7
Cc1ccccc1C(=O)Nc1ccc2nc(N3CCN(CCC#N)CC3)cc(C(=O)O)c2c1 | 27
O=C(CN1CCN(CC(=O)N2CCCCCC2)CC1)NCCc1c[nH]c2ccccc12 | 4
CCOc1ccc(NC(=O)Cc2nc(-c3ccccc3)oc2C)cc1OC | 5
C/C(=N/Nc1ccc(S(=O)(=O)Nc2ccccc2)cc1[N+](=O)[O-])c1ccccn1 | 18
O=C(NCC#Cc1ccccc1)c1ccc2nccnc2c1 | -6
CC(C)Cc1nc(N2CCN(CC(=O)N3CCCCC3)CC2)c(C#N)c2c1CCC2 | 5
CCOC(=O)[C@]12CCCC=C1N(Cc1ccc3c(c1)OCO3)C(=O)[C@H](CC(=O)N1CCN(C(=O)c3ccco3)CC1)C2 | -5
COc1cc(/C=C2\Oc3cc(OS(C)(=O)=O)ccc3C2=O)cc(OC)c1OC | 9
COc1cccc(Nc2nc(-c3ccc4c(c3)CCC(=O)N4)cs2)c1 | -1
N#C/C(=C/c1ccc(F)cc1)C(=O)Nc1cccc2ncccc12 | 17
CCN(Cc1ccc(Br)s1)C(=O)Cn1nnc(-c2ccccc2)n1 | 27
CC(C)N(CC(=O)NC(=O)NCc1ccccc1)Cc1ccccn1 | 6
O=C(NCc1ccc(N2CCCC2)nc1)c1ccc(Cl)c(Cl)c1 | 0
COc1ccc(C(=O)/C(=C/c2ccccn2)c2nc3ccccc3o2)cc1 | 2
CC(NC(=O)c1cc(-c2ccncc2)nc2ccccc12)c1ccco1 (configuration not stated) | 0
CSC(C)C(=O)Nc1ccc(Br)c(C)c1 (configuration not stated) | 4
CS(=O)(=O)c1cccc(NC(=O)CSc2nc(C3CC3)n(-c3ccccc3)n2)c1 | 7
COc1ccc(Br)cc1CNC(=O)CCC(=O)N1CCSc2nc(C)cc(C)c21 | -20
Cc1ccc2c(Cl)cc(Cl)c(OCC(=O)N3CCOC(C)C3)c2n1 (configuration not stated) | 9
CC(=O)Nc1sc2c(c1-c1nc3ccccc3s1)CCCNC2 | 3
CCOC(=O)[C@]12CCC=C1N(Cc1cccc3ccccc13)C(=O)[C@H](CC(=O)NCc1ccc(C)o1)C2 | 6
Cc1ccc(F)cc1C(=O)Nc1nc(C)c(C)s1 | 5
CC1CCCC/C1=N\NC(=S)Nc1ccccc1C(F)(F)F (configuration not stated) | ?
Cc1ccc(/C=N/Nc2ccc3ccccc3n2)s1 | -11
COc1ccc(CCN2C(=O)c3ccccc3C2c2nnnn2-c2c(C)cccc2C)cc1OC (configuration not stated) | 3
Cc1nn(-c2ccc(N3CCOCC3)nn2)c(C)c1CCC(=O)NCc1ccco1 | 3
CC(=O)Nc1ccc(NC(=O)c2csc(NCCC(C)C)n2)cc1 | -2
COc1cccc(C(=O)C2COC(=O)C2)c1 (configuration not stated) | 3
CC(=O)N1CCC(C(=O)N2c3ccccc3N=C(c3ccc4c(c3)OCO4)C2C(=O)NCc2ccccc2)CC1 (configuration not stated) | 5
Fc1ccc(CSC2=NCCN2)c(Br)c1 | 1
Cc1ccc(Nc2ccc(C)cc2)cc1 | 11
O=C(COC(=O)CCc1c[nH]c2ccccc12)NCC(F)(F)F | 4
CCOc1cccc(C(=O)N2CCCCC2CCN2CCCCC2)c1 (configuration not stated) | 12
Cc1oc2cc(OCC(=O)NCC(=O)O)ccc2c(=O)c1-c1ccc(Cl)cc1 | -2
COc1cccc(C(=O)Nc2ccc3oc(-c4ccccc4Cl)nc3c2)c1 | 3
CCCCn1nnc(NC(=O)COc2ccc(Cl)cc2Cl)n1 | 5
CN(C)c1ccc(/C=N/Nc2ccccc2Cl)cc1 | 19
COc1ccc(C)cc1-c1csc(N)c1C#N | -19
CCc1c(C)[nH]c2ccc(OC)cc2c1=O | 6

(further entries)
SMILES | LDHA block
CCOC(=O)c1cccc(Nc2nc3ccccc3nc2NS(=O)(=O)c2ccc(C)cc2)c1 | -2
Fc1ccccc1-c1ccc(CNc2ncn[nH]2)o1 | 1
CC(c1nc2ccccc2n1Cc1ccccc1)n1c(-c2cnccn2)nc2ccccc21 (configuration not stated) | 1
COc1c(CNC(C)c2nnc3n2CCCCC3)c(C)nn1C (configuration not stated) | 2
O=S(=O)(Nc1ccc(Br)cc1F)c1ccccc1 | 1
CCOc1ccc(CN(C)C(=O)c2nn(Cc3ccccc3)c(=O)c3ccccc23)cc1OC | -2
N=CC1=C(O)CC(c2ccccc2)CC1=O (configuration not stated) | -3
CC(Sc1ccc(Cl)cc1)C(=O)O (configuration not stated) | 0
OC(c1nc2ccccc2s1)(c1nc2ccccc2s1)C(F)(F)F | 2
Cc1cc(C)cc(OCCC(=O)Nc2c(C)noc2C)c1 | 5
Cn1c(NCc2ccc3c(c2)OCO3)nc2c1c(=O)n(Cc1ccccc1F)c(=O)n2C | 1
CCC(Cc1ccccc1)NC(=O)CS(=O)(=O)Cc1nc(-c2ccc(C)cc2)oc1C (configuration not stated) | -1
COC(=O)c1ccc(OCc2ccccc2C#N)c(OC)c1 | 4
O=C(Cn1cnc2nc(N3CCOCC3)sc2c1=O)Nc1ccccc1 | -12
Fc1ccc(OCCSc2nc3ccccc3s2)cc1 | 6
O=C(O)CCC(=O)N1N=C(c2ccsc2)CC1c1ccc(F)cc1 (configuration not stated) | -7
COc1ccc(C(=O)/C=C/c2ccccc2)cc1OC | 6
CCOC(=O)c1sc2nc(OCc3cccnc3)cc(C)c2c1N | 5
Cc1cc(C)c(C(N)C(=O)O)c(C)c1 (configuration not stated) | 1
CCOc1ccc(S(=O)(=O)N(CC(=O)N2CCC(C(N)=O)CC2)c2ccccc2)cc1 | -3
C=CCNc1nc2c(c(=O)[nH]c(=O)n2C)n1Cc1ccccc1Cl | -13
COc1ccc2cc(C(=O)NCc3ccccc3CN3CCCC3)c(C)nc2c1 | -7
CCCN(CC1CC1)c1oc(-c2ccc(Cl)cc2)nc1C#N | -2
CC(C)CCn1c(SCCCc2ccccc2)nc2c1c(=O)[nH]c(=O)n2C | -2
CCCCN(Cc1ccccc1)c1ccc(NS(=O)(=O)c2ccccc2Cl)cc1C(=O)O | 0
O=C(Nc1ccc(Cl)cc1)c1cnc2ccccc2n1 | 13
Cc1cc(C)c2c(=O)cc(C(=O)Nc3ccc(Cl)cc3)oc2c1 | -9
CCCCc1nc(-c2ccc(-c3ccc(C)cc3)nc2OC)no1 | 12
COc1ccc2[nH]cc(C(C(=O)O)N3CCN(CC(=O)N(C)C)CC3)c2c1 (configuration not stated) | 7
Cc1nc2ccc(C(=O)NCCCN3CCCCC3)cc2nc1C | 12
COc1ccc(C)cc1-c1csc(NC(=O)c2ccccc2OCc2noc(C)n2)n1 | 4
O=C(COc1ccc([N+](=O)[O-])c(F)c1)Nc1ccc2c(c1)CCC2 | -3
Cc1cc(N(Cc2ccccc2F)C2CC2)n2nc(C(F)(F)F)nc2n1 | 2
COc1cc(COC(=O)c2cc(OC)c(OC)c(OC)c2)cc(Cl)c1OC(F)F | -10
Cc1cnc2c(S(=O)(=O)N(C)C3CCCCCC3)cccc2c1 | 6
CCCCCC(=O)NC(N1CCCCC1)C(Cl)(Cl)Cl (configuration not stated) | 6
Cc1cccn2cc(COc3ccccc3C(=O)O)nc12 | -8
Fc1cccc(Cl)c1CSc1nnc2c(Cl)cc(C(F)(F)F)cn12 | 6
N#Cc1ccc(C(=O)/C=C/c2cc3ccccc3nc2N2CCOCC2)cc1 | 6
CNC(=O)NC(=O)CN(CC(=O)N(C)C)CC(F)(F)F | -5
C=Cc1ccc(Cn2nc(-c3ccc(C)c(S(=O)(=O)N4CCCC4)c3)ccc2=O)cc1 | -2
O=C(O)CCC(=O)Nc1ccc2[nH]cc(C(C(=O)O)N3CCN(c4cccc(Cl)c4)CC3)c2c1 (configuration not stated) | 14
CC1(C)CCC2=C(C1=O)C(c1ccc(O)cc1)C1=C(CCC(C)(C)C1=O)O2 | 1
CNc1nc(-c2ccc(NC(=O)CC(C)C)cc2)cs1 | 7
CCCCc1noc(CN2CCC(c3nc4cc(Cl)ccc4o3)CC2)n1 | 4
CC(C)(S)C(N)C(=O)O (configuration not stated) | 0
CCN1CCN(c2ccc(NC(=O)c3cccc(S(=O)(=O)NCc4cccs4)c3)cc2)CC1 | 9
O=C(Nc1cn[nH]c1)N1CCCCC1Cc1ccccc1 (configuration not stated) | 1
Cc1ccc(-c2nc(SCc3cc(=O)n4nc(C5CC5)sc4n3)n[nH]2)cc1 | -18
